DPM-DC inhibit – S. pneumoniae DPM-DC inhibitors, primary screen, biochemical, PK/LDH-coupled NADH fluorescence | calls only at 10 µM | AID 556, 2006 | purified DPM-DC | diphosphomevalonate decarboxylase (Streptococcus pneumoniae D39) | hit rate 0.49% among 65,000;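 active means the 320 compounds with the highest percent inhibition in the single-dose primary screen, excluding strongly autofluorescent ones, cut at about 32% in these data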;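 further: kinetic rate of NADH fluorescence loss reporting ADP formed by the decarboxylase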
Spn MK inh – S. pneumoniae MK inhibitors, primary screen, biochemical, PK/LDH-coupled NADH absorbance. mevalonate kinase [Streptococcus pneumoniae D39]. inhibition, % at 10 µM. purified MK, PK/LDH-coupled NADH absorbance 340 nm. hit rate 0.48% among 65,000;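 active means ranked among the strongest by inhibition in the single 10 µM screen, a fixed top-ranked set picked for dose follow-up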; further: no value below 0 was filed
KRASV12 cytotoxicity – cytotoxicity in KRAS-transformed pancreatic duct cells, primary screen, cell-based, fluorescence, HTS (AID 431); HPDE-C7K KRASV12 cells, Alamar Blue viability, 48 h; higher % means a stronger effect; one-dose cytotoxicity, % at 10 µM; EC50 in µM for titrated hits; hit rate 1.7% among 63,000;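 active means compounds whose percent cytotoxicity in the single-dose primary screen, scaled between solvent and toxic-drug controls, exceeds 50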;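 further: 0% = DMSO solvent wells and 100% = doxorubicin-treated wells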
HPDE-C7 cytotoxicity – cytotoxicity in HPDE-C7 cells, cell-based, fluorescence, HTS (AID 430) | hit rate 1.8% among 63,000 | one-dose cytotoxicity, % at 10 µM; EC50 in µM for titrated hits | HPDE-C7 pancreatic duct cells viability, fluorescence; higher % means a stronger effect;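 further: cells exposed to compound for 48 hours before viability readout; 0% = vehicle and 100% = reference cytotoxic drug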
Bfl-1 displacement – Bfl-1 inhibitors, primary screen, biochemical, fluorescence polarization, FITC-Bid, mouse (AID 432); Bcl-2-related protein A1 (Mus musculus); FITC-Bid BH3 peptide fluorescence polarization displacement; higher % means a stronger effect; one-dose displacement, % at 20 µM; IC50 in µM for titrated hits; hit rate 0.02% among 64,000; in the data active means a potency from the dose series; inactive means the rest, 99 in 100 with displacement below about 15%; further: strong numbers were not always called active
TNAP inhibition – human TNAP enzyme inhibitors, biochemical, luminescent (AID 518); Alkaline phosphatase, tissue-nonspecific isozyme (Homo sapiens); purified TNAP enzyme, luminescent substrate readout; higher % means a stronger effect; inhibition, % at 20 µM; hits with a dose series show IC50 in µM; hit rate 0.09% among 64,000; in the data active means a potency from the dose series; inactive means the rest, 99 in 100 with inhibition below about 22%;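 further: plate controls were vehicle for no effect and reference inhibitor for full effect; many of its hits are not listed in these tables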
PMK inhibit – S. pneumoniae PMK inhibitors, primary screen, biochemical, mevalonate pathway, pilot trial included. hit rate 0.49% among 65,000. inhibition, % at 10 µM. phosphomevalonate kinase (Streptococcus pneumoniae D39). purified PMK, PK/LDH-coupled NADH absorbance 340 nm;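 active means top-ranked compounds by inhibition in the single 10 µM screen, taking a fixed number of the strongest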;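 further: 0% = full reaction with DMSO carrier and 100% = background rate without enzyme reaction; no value below 0 was filed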
LYP phosphatase – LYP phosphatase inhibitors, primary screen, biochemical, DiFMUP fluorescence, recombinant catalytic domain, 10 µM (AID 606) | one-dose inhibition, % at 10 µM; IC50 in µM for titrated hits | recombinant LYP catalytic domain, DiFMUP fluorescence; higher % means a stronger effect | 52,000 tested, under 10 active | Tyrosine-protein phosphatase non-receptor type 22 (Homo sapiens);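 active means IC50 under 40 µM in the dose-response test; inactive means IC50 of 40 µM or more, or never dose-tested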
HT1080 viability – cytotoxicity in HT1080 fibrosarcoma cells, cell-based, fluorescence readout (AID 620) | HT1080 viability, fluorescence; higher % means a stronger effect | cytotoxicity, % at 10 µM; hits with a dose series show EC50 in µM | hit rate 0.42% among 87,000;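 further: cells exposed to compound overnight then 4 h with Alamar Blue; 0% = vehicle DMSO and 100% = killing control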
PMK inhibit pilot replicates – recorded beside PMK inhibit, whose call it bears; inhibition, %; measured here: pilot screen replicates
Spn MK inh pilot replicates – further read-out of Spn MK inh, marked with its call; inhibition, %; measured here: pilot screen replicates
DPM-DC inhibit pilot screen % – also measured in DPM-DC inhibit; calls as there; inhibition, %; measured here: pilot screen trials
The depositor's hits bear a star; i = inactive; nt = not tested or not shown. Unless noted, no stated cut-off is given here; in the data, active means cytotoxicity above about 50%; inactive means the rest.

SMILES	DPM-DC inhibit	Spn MK inh	KRASV12 cytotoxicity	HPDE-C7 cytotoxicity	Bfl-1 displacement	TNAP inhibition	PMK inhibit	LYP phosphatase	HT1080 viability	others
CCc1cc2c(=O)c(-c3cscn3)coc2cc1OC	i	0	26%	10%	-11%	13%	15	11%	-1%
COc1ccc(NC(=O)CCCC(=O)OCC(F)(F)C(F)F)cc1	i	2	-13%	-1%	2%	9%	0	8%	2%
CCOc1ccc2nc(N3CCC(C(=O)Nc4nnc(CC)s4)CC3)sc2c1	i	5	-4%	-4%	-9%	8%	0	10%	-5%
Cc1ccc(-n2cccc2C(=S)N=P(N(C)C)(N(C)C)N(C)C)cc1	i	9	-20%	-10%	22%	12%	11	-1%	-9%
COc1cc2c(C(=O)NCCCN3CCN(c4cccc(Cl)c4)CC3)cn(C)c(=O)c2cc1OC	i	12	-2%	-8%	-2%	10%	0	nt	nt
COc1cccc(NC(=O)CSc2nnc(CNC(=O)c3ccccc3)n2C)c1	i	12	-14%	-10%	4%	8%	0	1%	6%
CCOc1cccc2cc(-c3nnc(NCc4ccco4)s3)c(=O)oc12	i	0	3%	-2%	6%	3%	2	7%	-3%
COc1ccccc1-n1c(=O)oc2ccc(Cl)cc2c1=O	i	21	54%*	60%*	-7%	8%	0	3%	47%
Cc1cccc(NC(=O)CNc2cc(C)ccc2C)c1	i	7	0%	8%	-5%	8%	14	nt	2%
Cc1cccc(N=C(N2CCOCC2)P(=O)(N2CCOCC2)N2CCOCC2)c1	i	7	nt	nt	-4%	7%	13	11%	-4%
O=C(CC(SCCO)c1ccc(F)cc1)c1ccco1 (stereo unspecified)	i	2	-5%	4%	4%	4%	14	8%	2%
O=C(c1ccc(S(=O)(=O)N2CCCC2)cc1)N1CCCc2ccccc21	i	3	2%	-4%	-10%	8%	7	-1%	-9%
Cn1c(CN2CCCC2)nc2cc(NC(=O)COc3ccc(Cl)cc3)ccc21	i	7	8%	7%	-1%	-1%	5	27%	-1%
CCOC(=O)c1c(-c2ccsc2)csc1N	i	8	-6%	-14%	0%	14%	19	nt	0%
Cc1ccc2oc(=O)n(CC(=O)O)c2c1	i	2	3%	-3%	-3%	13%	0	11%	-5%
O=C(CCCCCn1c(=O)[nH]c2ccsc2c1=O)N1CCN(C2CCCCC2)CC1	i	6	2%	0%	-1%	0%	10	7%	-3%
Cc1ccc(OCC(O)CN2CCN(CC(O)COC(C)C)CC2)c(C(C)(C)C)c1 (stereo unspecified)	i	5	10%	-6%	-1%	6%	3	14%	3%
NC(=O)c1cc2ccc(O)cc2oc1=NCc1ccccc1	nt	0	4%	0%	91%	8%	19	nt	nt
COc1ccc(CCNC(=O)c2cc3ccccn3n2)c(OC)c1OC	i	9	-5%	-7%	5%	6%	1	nt	-4%
COC(=O)C1CCN(S(C)(=O)=O)CC1	i	8	-13%	-2%	8%	12%	0	8%	-1%
O=C(C1CCC(C(=O)N2CCCC2)CC1)N1CCCC1 (stereo unspecified)	i	6	6%	-2%	-4%	12%	1	-2%	-2%
CSC1=N/C(=C\c2ccccc2F)C(=O)S1	i	5	-24%	-26%	-6%	2%	19	-3%	-9%
CCN1CCN(CCNC(=O)c2ccc(CS(=O)(=O)c3ccccc3C)o2)CC1	i	0	-10%	0%	-4%	8%	14	7%	-6%
O=C(NCc1ccc(F)cc1)C1CCN(S(=O)(=O)N2CCC3(CC2)OCCO3)CC1	i	0	-3%	20%	-14%	7%	6	2%	0%
CC1CCCCN1C(=O)CN1C(=O)CN(C)C(=O)c2ccccc21 (stereo unspecified)	i	0	-6%	0%	-2%	12%	15	nt	1%

(next part)
SMILES	DPM-DC inhibit	Spn MK inh	KRASV12 cytotoxicity	HPDE-C7 cytotoxicity	Bfl-1 displacement	TNAP inhibition	PMK inhibit	LYP phosphatase	HT1080 viability	others
CC1CCCCC1NC(=O)C1CCN(S(=O)(=O)N2CCC3(CC2)OCCO3)CC1 (stereo unspecified)	i	0	-1%	-4%	-14%	5%	9	1%	2%
CCc1nnc(NC(=O)CSc2nnc(Cc3cccn3C)n2CCOC)s1	i	4	5%	-4%	-5%	5%	10	41%	-1%
C/C(Cl)=C\Cn1c(NCCCn2ccnc2)nc2c1c(=O)n(C)c(=O)n2C	i	9	nt	nt	-9%	11%	11	13%	-10%
CN(CC(=O)NCCc1ccccc1)S(=O)(=O)c1cccs1	i	0	6%	-11%	-5%	11%	17	-2%	-8%
CCS(=O)(=O)c1ccc2oc(SCC(=O)NCCC3=CCCCC3)nc2c1	i	7	-5%	6%	3%	5%	7	5%	-10%
N=c1nc(SCCC(=O)O)ss1	i	0	4%	-6%	-9%	3%	15	9%	-3%
O=C(O)C1CSC2(c3ccc4c(c3)OCCO4)CCC(=O)N12 (stereo unspecified)	i	8	-7%	-14%	-7%	14%	13	14%	3%
CNc1csc(C)c(C)c1=O	i	0	-4%	-3%	1%	-1%	9	-6%	-6%
Cc1cc(OCC(=O)NCc2nc(-c3ccccc3)no2)c(C)cc1Br	i	3	2%	7%	2%	2%	15	2%	8%
COc1cccc(Cn2nnc3c(=O)[nH]c(C4CCCN(C(=O)c5ccccc5Cl)C4)nc32)c1 (stereo unspecified)	i	0	27%	19%	-7%	5%	14	-1%	1%
COc1ccc(-c2noc(-c3ccccc3Cl)n2)cc1OC	i	8	-13%	1%	3%	11%	0	12%	3%
CC(=O)c1cccc(NC(=O)c2ccc(NS(C)(=O)=O)cc2)c1	i	8	14%	18%	-3%	-8%	9	7%	8%	PMK inhibit pilot replicates=0.0;Spn MK inh pilot replicates=0.5;DPM-DC inhibit pilot screen %=1.0
COC(=O)CCC(=O)Nc1ccc(C)cc1OC(=O)CCC(=O)OC	i	11	3%	-19%	-1%	1%	0	2%	nt
COc1ccc(NC(=O)CSc2nc3c(c(=O)[nH]2)CCC3)cc1OC	i	2	7%	-13%	-6%	2%	0	3%	-1%
Cc1cc(C)nc(Sc2nc(C)nc3c2oc2ccccc23)n1	i	4	14%	-5%	-8%	4%	4	nt	17%
CCOc1cc(S(=O)(=O)NCc2ccccc2)ccc1F	i	7	12%	6%	-7%	12%	2	18%	-3%
COc1ccc(CCNC(=O)COC(=O)c2cnccn2)cc1	i	5	-6%	0%	-7%	5%	14	3%	-6%
COc1cccc(C(=O)NC2CC3CCCC(C2)N3CC(=O)Nc2ccc(N(C)C)cc2)c1 (stereo unspecified)	i	6	-7%	-7%	-1%	0%	8	nt	8%
COc1ccc(NCc2nnc(SCC(=O)Nc3cc(C(F)(F)F)ccc3Cl)o2)cc1	i	0	4%	-2%	1%	4%	7	21%	-6%
CCOC(=O)Cn1c(C(C)=O)nc2ccccc21	i	4	7%	-5%	0%	10%	0	nt	-2%
Cc1c(Cl)cccc1NC(=O)CCN1CCCCC1	i	11	-4%	6%	4%	0%	9	9%	24%	PMK inhibit pilot replicates=4.0;Spn MK inh pilot replicates=2.0;DPM-DC inhibit pilot screen %=2.0
O=C(c1c[nH]c2ccc(S(=O)(=O)N3CCOCC3)cc2c1=O)N1CCCC1	nt	4	-15%	-26%	-5%	6%	1	10%	25%
CCCN1Cc2cccc(C(=O)Nc3ccc4c(c3)OCO4)c2C1=O	i	7	-3%	-14%	-7%	6%	13	6%	1%
CCOC(=O)c1cnc2c(C)c(Cl)ccc2c1N1CCOCC1	i	2	-4%	7%	0%	6%	2	17%	7%
COc1ccc(C2=NOC(C(=O)NCC(C)C)C2)cc1 (stereo unspecified)	i	0	-12%	-15%	-6%	0%	2	11%	16%

For reference, some entries already given.
SMILES	DPM-DC inhibit	Spn MK inh	KRASV12 cytotoxicity	HPDE-C7 cytotoxicity	Bfl-1 displacement	TNAP inhibition	PMK inhibit	LYP phosphatase	HT1080 viability	others
CC1CCCCC1NC(=O)C1CCN(S(=O)(=O)N2CCC3(CC2)OCCO3)CC1 (stereo unspecified)	i	0	-1%	-4%	-14%	5%	9	1%	2%
CCc1nnc(NC(=O)CSc2nnc(Cc3cccn3C)n2CCOC)s1	i	4	5%	-4%	-5%	5%	10	41%	-1%
C/C(Cl)=C\Cn1c(NCCCn2ccnc2)nc2c1c(=O)n(C)c(=O)n2C	i	9	nt	nt	-9%	11%	11	13%	-10%
CN(CC(=O)NCCc1ccccc1)S(=O)(=O)c1cccs1	i	0	6%	-11%	-5%	11%	17	-2%	-8%

(continued)
SMILES	DPM-DC inhibit	Spn MK inh	KRASV12 cytotoxicity	HPDE-C7 cytotoxicity	Bfl-1 displacement	TNAP inhibition	PMK inhibit	LYP phosphatase	HT1080 viability	others
COc1cccc(-c2cc(C(=O)Nc3cccc(O)c3)no2)c1	i	3	28%	37%	7%	4%	8	11%	5%
COc1cccc(-n2c(SCC(=O)O)nnc2-c2cccnc2)c1	i	2	-14%	-11%	-3%	10%	10	9%	24%
O=C(c1ccc(=O)oc1)N1CCCc2ccccc21	i	7	0%	1%	13%	8%	12	-2%	0%
CC(=O)Nc1ccc(C(=O)CSc2nnc(C)o2)cc1	i	6	0%	4%	-4%	5%	7	-1%	3%
CCOC(=O)N1CCN(C(=O)c2ccccc2NC(=O)c2ccc(OC)cc2)CC1	i	3	-3%	-6%	-1%	2%	5	4%	-2%
CC(=O)c1cc(-c2ccccc2)n(CC(=O)NCc2cccs2)c1C	i	1	0%	-1%	-8%	8%	17	14%	7%
Cc1ccccc1NC(=O)CSc1nnc(Cc2cccn2C)n1-c1ccc(F)cc1	i	11	10%	-7%	11%	11%	15	-4%	-8%	PMK inhibit pilot replicates=2.5;Spn MK inh pilot replicates=1.0;DPM-DC inhibit pilot screen %=2.5
CCOC(=O)CCSc1nc(C)cc(C(F)(F)F)c1C#N	i	3	-2%	-14%	4%	-10%	0	13%	nt
CCN(CC)S(=O)(=O)c1cc(C(=O)Nc2ccccc2C(=O)O)ccc1OC	i	0	4%	0%	-2%	15%	9	nt	-6%
COC(=O)CNC(=O)COC(=O)c1cc(Cl)cc(Cl)c1N	nt	2	6%	-3%	0%	13%	6	4%	-4%	PMK inhibit pilot replicates=0.0;Spn MK inh pilot replicates=0.0
O=C(NCCN1CCN(c2ccccc2F)CC1)C1c2ccccc2C(=O)N2CCc3ccccc3C12 (stereo unspecified)	i	6	-4%	-8%	-7%	2%	11	10%	2%
CC1CCN(C(=O)CNC(=O)Cn2ccc3ccccc3c2=O)CC1	i	2	-9%	-14%	-3%	0%	2	12%	1%
CC1=CC(=C(C#N)c2nc3ccccc3s2)C=C(C)N1Cc1ccco1	i	7	5%	10%	-10%	4%	7	nt	6%
CS(=O)(=O)NCCSCc1ccc(Cl)cc1	i	13	-14%	-12%	-5%	1%	0	-5%	3%
C=CCn1c(C)c(C(C)=O)c(N2CCCC2)nc1=S	i	9	-6%	3%	5%	7%	4	17%	-1%
COC(=O)c1[nH]c(C)c(/C(O)=C2\C(=O)C(=O)N(CCN(C)C)C2c2ccc(C)o2)c1C (stereo unspecified)	i	10	-9%	-5%	0%	8%	11	0%	-10%
